# Screening data (PubChem BioAssay)
# Keap1 Nrf2 FP: Keap1-Nrf2 (human) interaction inhibition. Q14145. Keap1 Kelch-Nrf2 peptide fluorescence polarization, 1536-well. inhibition, % at 9.4 µM. actives 0.15% (n = 340,000). AID 504523; in the data active = inhibition above about 12%;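 note: human Keap1 Kelch domain with fluorescein labeled Nrf2 9mer peptide probe; 0% = neutral control wells and 100% = peptide positive control; higher means more block of Keap1 binding to Nrf2 peptide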
# Target sequence (Q14145 whole entry, looked up, the tested form may be a part): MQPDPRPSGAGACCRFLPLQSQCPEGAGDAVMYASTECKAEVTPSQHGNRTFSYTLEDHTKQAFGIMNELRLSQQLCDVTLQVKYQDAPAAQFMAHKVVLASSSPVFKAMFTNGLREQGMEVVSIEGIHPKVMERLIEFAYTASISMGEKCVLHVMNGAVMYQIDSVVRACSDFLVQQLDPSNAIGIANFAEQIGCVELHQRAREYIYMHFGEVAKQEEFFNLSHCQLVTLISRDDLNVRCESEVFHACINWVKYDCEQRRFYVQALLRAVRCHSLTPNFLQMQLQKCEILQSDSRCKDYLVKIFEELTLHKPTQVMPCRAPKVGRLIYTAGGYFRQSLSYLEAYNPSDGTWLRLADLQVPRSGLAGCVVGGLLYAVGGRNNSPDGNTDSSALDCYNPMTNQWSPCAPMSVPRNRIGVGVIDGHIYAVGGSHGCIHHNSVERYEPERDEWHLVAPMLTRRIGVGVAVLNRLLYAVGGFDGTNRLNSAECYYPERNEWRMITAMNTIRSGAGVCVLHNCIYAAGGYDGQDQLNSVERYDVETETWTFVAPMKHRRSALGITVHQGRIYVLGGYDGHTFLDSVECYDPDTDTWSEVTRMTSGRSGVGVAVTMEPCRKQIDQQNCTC
# HTR5A ag: HTR5A agonism, opioid heterodimer counter-screen; P47898; HTR5A agonist assay, luminescence, cell-based; activation, % at 9.3 µM; actives 0.61% (n = 340,000); in the data active = activation mostly above about 9.5%, no sharp cut-off; inactive = mostly below about 7.6%;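 note: 0% = cells with vehicle only and 100% = reference agonist; strong numbers were not always called active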
# Target sequence (P47898 whole entry, looked up): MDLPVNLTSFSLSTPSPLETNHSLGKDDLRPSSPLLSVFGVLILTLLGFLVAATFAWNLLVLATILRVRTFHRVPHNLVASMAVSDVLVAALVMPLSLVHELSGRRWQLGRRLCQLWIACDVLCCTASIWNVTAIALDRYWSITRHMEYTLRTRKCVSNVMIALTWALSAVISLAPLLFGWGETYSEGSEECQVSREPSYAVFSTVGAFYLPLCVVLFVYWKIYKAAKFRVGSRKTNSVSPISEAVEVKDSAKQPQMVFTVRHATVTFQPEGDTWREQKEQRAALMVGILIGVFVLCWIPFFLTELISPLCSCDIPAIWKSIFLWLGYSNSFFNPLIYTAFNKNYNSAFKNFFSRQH
# HTR5A inv ag: counter-screen for OPRM1-OPRD1 inverse agonists: human HTR5A inverse agonism; HTR5A cell line, luminescence; inhibition, % at 9.3 µM; actives 0.083% (n = 340,000); AID 504634; in the data active = inhibition mostly above about 23%, no sharp cut-off; inactive = mostly below about 18%;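 note: 0% = cells with DMSO and 100% = no-cell wells with DMSO; some compounds called inactive have numbers as strong as hits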
# CAL-PDZ inh HTS: CAL PDZ (human) peptide binding inhibition. Q9HD26. purified CAL PDZ, TMR-peptide fluorescence polarization, 1 h. inhibition, % at 24.9 µM. actives 0.92% (n = 300,000). AID 602252;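 active = mean inhibition of at least 30% with at least half of replicates also reaching 30%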;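 note: 0% = DMSO neutral control and 100% = excess unlabeled competitor peptide PRC23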
# V-ATPase pH: yeast V-ATPase proton transport regulation by pHLuorin; S. cerevisiae, pHLuorin cytosolic pH fluorescence; response, % at 10 µM; actives 0.37% (n = 350,000); AID 504577; in the data active = response mostly above about 7.3%, no sharp cut-off; inactive = mostly below about 5.4%; note: actives read high; inactives centre near 0; some compounds called inactive have numbers as strong as hits; reference of the scale not given here
# RTF Ca sens act: cardiac RTF calcium sensitization. activation, % at 7.2 µM. actives 0.24% (n = 340,000). IANBD-labeled TnC RTF fluorescence at EC20 calcium; 0% EC20 calcium, 100% full calcium;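 active = activation above the mean over all tested compounds plus 3 SD, cut at about 30% in these data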;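 note: rise in fluorescence read as greater calcium sensitivity of cardiac thin filaments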
# C-LANA FP: blocks KSHV LANA C-terminal domain binding to DNA; MBP-C-LANA/FAM-LBS DNA binding, fluorescence polarization; inhibition, % at 9 µM; actives 0.078% (n = 340,000); AID 504423;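 active = highest replicate inhibition at or above 60% at 9 µM, even if other replicates fall short; inactive = all replicates below 60% inhibition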;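 note: 0% = neutral control wells and 100% = 4 µM acridine orange control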
# Cardiac RTF inh: cardiac RTF calcium desensitization; actives 0.12% (n = 340,000); P19429+P45379; inhibition, % at 7.15 µM; IANBD-labeled cardiac RTF, Ca2+ fluorescence;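 active = inhibition above the mean inhibition of all tested compounds plus 3 SD, cut at about 17% in these data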;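 note: assay run at fixed EC70 calcium of 1.6 mM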
# MOR-DOR ag: agonists of human mu-delta opioid receptor heterodimerization; activation, % at 9.3 µM; cells, OPRM1-OPRD1 heterodimerization, luminescence; actives 0.3% (n = 340,000); P35372+P41143; AID 504326; in the data active = activation above about 18%;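 note: 0% = vehicle-treated cells and 100% = reference agonist; values of inactives mirror those of a sister screen read the other way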
# OPRM1-OPRD1 inv: inverse agonists of human mu-delta opioid receptor heterodimerization; P35372+P41143; AID 504357; inhibition, % at 9.3 µM; cell-based MOR-DOR heterodimer luminescence, inverse agonism; actives 0.21% (n = 340,000); in the data active = inhibition above about 22%, passing the limit was not always enough;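 note: 0% = cells with DMSO and 100% = wells without cells with DMSO; values of inactives mirror those of a sister screen read the other way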
# Numbers without * were called inactive; x = not tested or not shown.
# Letters: A = Keap1 Nrf2 FP; B = HTR5A ag; C = HTR5A inv ag; D = CAL-PDZ inh HTS; E = V-ATPase pH; F = RTF Ca sens act; G = C-LANA FP; H = Cardiac RTF inh; I = MOR-DOR ag; J = OPRM1-OPRD1 inv
[1] CC1(C)Cc2c(cnn2-c2ccc(F)cc2)C(NC(=O)CCN2CCCCC2=O)C1 (stereo unspecified)
  A: -3	B: 6	C: -2	D: -1	E: -1	F: 2	G: -2.0	H: -10	I: -0.8	J: 5
[2] C=CCNC(=O)c1ccc(OC2CCN(S(=O)(=O)N(C)C)CC2)cc1
  A: 2	B: 4	C: -9	D: x	E: -2	F: 0	G: 1.0	H: -5	I: -1.9	J: 10
[3] CS(=O)(=O)CCC(C(=O)OCc1ccc(Cl)cc1)N1C(=O)c2ccccc2C1=O (stereo unspecified)
  A: -5	B: 3	C: -13	D: -3	E: -3	F: 6	G: 0.1	H: 0	I: 1.1	J: -6
[4] Cn1c(SCc2ccccn2)nnc1-c1ccncc1
  A: -2	B: 0	C: 3	D: x	E: -2	F: -2	G: -0.8	H: 0	I: -2.1	J: 11
[5] COC(=O)[C@]12C(=O)C(C)=C(O)[C@@]1(C)C(C)=CC1[C@@]34CC[C@@H](OC(C)=O)C(C)(C)C3C(C[C@]12C)OC4=O (stereo partly specified)
  A: -2	B: 5	C: -6	D: -6	E: 4	F: 9	G: 1.1	H: -6	I: -0.6	J: 3
[6] COCCn1c(C)cc(C(=O)CSc2nc3nc(C)cc(C)n3n2)c1C
  A: 1	B: 0	C: -2	D: -6	E: -2	F: 8	G: 1.0	H: -15	I: -4.6	J: 21
[7] COc1ccccc1S(=O)Cc1ccc(C(=O)NCc2ccccc2Cl)o1 (stereo unspecified)
  A: -2	B: 6	C: -19	D: 9	E: 2	F: 2	G: -0.3	H: -5	I: -2.2	J: 11
[8] CCC1(c2ccc(Cl)cc2)NC(=O)N(CC(=O)NC2CCCCCC2)C1=O (stereo unspecified)
  A: 1	B: 2	C: -5	D: -3	E: -4	F: -5	G: 0.2	H: -9	I: -1.0	J: 5
[9] O=C(Cc1cccc(NC(=O)C2CCCN(C(=O)C3CCCCC3)C2)c1)Nc1ccc(C(=O)N2CCCCC2)cc1 (stereo unspecified)
  A: 2	B: 3	C: -10	D: -3	E: 0	F: 3	G: 0.9	H: 0	I: -0.1	J: 1
[10] CCOC(=O)C1=C(CC)Nc2ccccc2N=C1NC(=O)c1ccc(OC)c(S(=O)(=O)N2CCOCC2)c1
  A: -7	B: 1	C: 9	D: x	E: 1	F: 1	G: -0.1	H: -4	I: 7.6	J: -30
[11] Cc1cc(NC(=O)CSc2nnc(C)c(=O)n2N)no1
  A: 3	B: 1	C: -2	D: -7	E: 4	F: 2	G: -8.9	H: -8	I: -2.3	J: 11
[12] CC(=O)OC1OCCOC1NC(=S)Nc1ccc(C)cc1 (stereo unspecified)
  A: -8	B: -1	C: 3	D: -7	E: 1	F: 1	G: -3.3	H: -11	I: -2.0	J: 11
[13] O=C(NCCS(=O)(=O)NCc1cccnc1)c1ccccc1
  A: 0	B: -1	C: 9	D: 1	E: -6	F: -7	G: -1.1	H: -9	I: 1.4	J: -9
[14] CC(C)=CC(=O)Nc1nc2ccc([N+](=O)[O-])cc2s1
  A: -3	B: 3	C: -22	D: -1	E: -4	F: 5	G: -0.7	H: 1	I: 4.6	J: -29
[15] CN(C)CCNc1oc(COc2ccc(Cl)cc2Cl)nc1C#N
  A: 5	B: 5	C: -21	D: x	E: -8	F: 8	G: 1.2	H: -9	I: -1.2	J: 6
[16] CC(=O)c1nn(-c2cccc(Br)c2)cc1C(=O)c1ccc(C)cc1
  A: -1	B: 5	C: 1	D: -1	E: 3	F: -1	G: -1.6	H: 4	I: 1.9	J: -10
[17] CCn1c2ccccc2c2cc(NC(=O)c3cc(OC)c(OC)c(OC)c3)ccc21
  A: 6	B: 2	C: 2	D: 2	E: -1	F: 3	G: 1.8	H: -4	I: -1.1	J: 6
[18] O=C(Nc1ccccc1)c1cccc(-c2nnc(-c3ccccc3)o2)c1
  A: 0	B: -3	C: 8	D: -4	E: 2	F: 1	G: -1.3	H: 1	I: -2.3	J: 12
[19] O=C1N/C(=N/N=C/c2ccccc2O)SC1Cc1ccc(F)cc1 (stereo unspecified)
  A: 0	B: 0	C: -14	D: -3	E: 1	F: 1	G: 0.1	H: 0	I: 5.1	J: -27
[20] CCOC(=O)c1ccc(S(=O)(=O)N2CCC(C(=O)N3CCN(c4ccccc4OC)CC3)CC2)cc1
  A: -1	B: -1	C: 4	D: -2	E: -2	F: 2	G: -1.9	H: -5	I: 0.2	J: -1
[21] O=C(CSc1nnc(NC2CC2)s1)c1ccc[nH]1
  A: 1	B: -4	C: 15	D: -3	E: 3	F: 5	G: 1.2	H: -7	I: -2.2	J: 11
[22] CN(c1ccccc1C(=O)NC1CCCCC1)S(=O)(=O)c1ccccc1
  A: 0	B: 6	C: -26	D: x	E: -3	F: 4	G: -1.0	H: -14	I: -2.7	J: 14
[23] Cc1ccc(/C(N)=N/OC(=O)c2ccc3ccccc3c2)cc1
  A: 6	B: 3	C: -22	D: 3	E: -1	F: -2	G: 0.5	H: -4	I: 0.5	J: -3
[24] Cc1ccc(C(=O)N2N=C(c3ccccc3)CC2(O)C(F)(F)F)o1 (stereo unspecified)
  A: -8	B: 4	C: -11	D: 0	E: -2	F: 3	G: -0.3	H: -3	I: 14	J: -97
[25] COc1ccc(C(=O)NNc2ccccc2)cc1
  A: 1	B: -6	C: 15	D: -3	E: 0	F: 3	G: -0.9	H: -12	I: -2.1	J: 13
[26] COc1ccc(-c2csc(N3CCC(C(N)=O)(N4CCCCC4)CC3)n2)cc1
  A: -4	B: -1	C: 4	D: -1	E: 4	F: -1	G: -1.0	H: -6	I: 1.6	J: -9
[27] COc1ccc(-c2nc3ccc(Cl)cn3c2NC2CCCCC2)cc1SC1CCCCC1
  A: -6	B: 2	C: 6	D: 1	E: 12	F: 5	G: 0.3	H: -5	I: -2.6	J: 12
[28] O=C(O)CCC1COc2ccccc2O1 (stereo unspecified)
  A: 4	B: -2	C: 1	D: x	E: -6	F: 0	G: 1.5	H: -4	I: 0.1	J: -1
[29] COc1ccccc1CNC(=O)CSc1ccc(Br)cc1
  A: -1	B: 2	C: -12	D: -4	E: -2	F: -6	G: 0.7	H: -14	I: -0.3	J: 2
[30] CCC(=O)Nc1ccc(OCc2nnc3c4ccccc4c(C)nn23)cc1
  A: 1	B: -3	C: 7	D: -33	E: -1	F: 3	G: -2.5	H: -9	I: -3.2	J: 15
[31] CC(C)CCOC(=O)C1C(c2ccccc2)C(C(=O)O)C1c1ccccc1 (stereo unspecified)
  A: 3	B: 10	C: 1	D: x	E: -2	F: -1	G: 0.5	H: -2	I: -0.7	J: 4
[32] CN(C)c1ccc([N+](=O)[O-])cc1C(=O)O
  A: 3	B: 1	C: -29	D: x	E: -2	F: 10	G: -0.8	H: 0	I: -1.8	J: 9
[33] COc1ccc(S(=O)(=O)N2CCN(CC(=O)c3[nH]c(C)c(C(C)=O)c3C)CC2)cc1OC
  A: -1	B: -2	C: -4	D: 29	E: 3	F: -3	G: 0.7	H: -14	I: -0.9	J: 4
[34] Cc1ccc(C)c(OCC(=O)O/N=C(\N)c2cccnc2)c1
  A: -3	B: 0	C: -12	D: -6	E: 1	F: 1	G: 0.5	H: 3	I: -2.7	J: 13
[35] CCOC(=O)/C=C(\C)Sc1cc(O)c2ccccc2c1O
  A: -6	B: 3	C: -13	D: -2	E: 5	F: -5	G: 4.2	H: 2	I: 13	J: -63
[36] CCCCSc1nc(O)c(C2OC(=O)c3c2ccc(OC)c3OC)c(=O)n1C (stereo unspecified)
  A: -3	B: -2	C: -2	D: 1	E: -2	F: 9	G: -2.3	H: -13	I: 1.3	J: -7
[37] O=c1c([N+](=O)[O-])cn(Cc2ccccc2)c(=O)n1Cc1ccccc1
  A: -4	B: -5	C: 19	D: x	E: 3	F: 7	G: 1.3	H: 7	I: -1.9	J: 10
[38] O=C(NC1CC1)c1cccc(NC(=O)C2CCN(S(=O)(=O)c3cccc(C(F)(F)F)c3)CC2)c1
  A: -4	B: 2	C: 7	D: -3	E: -2	F: 4	G: -0.5	H: -3	I: 0.1	J: 0
[39] CC1CCN(Cc2nc(Cl)c3c4c(sc3n2)CCC4)CC1
  A: -4	B: 5	C: -2	D: x	E: 1	F: -5	G: -1.0	H: -1	I: 0.2	J: -1
[40] CN(Cc1nnc(-c2ccc(F)cc2)o1)c1ccccc1
  A: 0	B: -6	C: 9	D: x	E: 2	F: 4	G: 0.2	H: -12	I: -0.7	J: 4
[41] COc1cc(CNC(=O)C2CCC(=O)N(C3CCCCCC3)C2)cc(OC)c1 (stereo unspecified)
  A: -3	B: 5	C: -30	D: -1	E: -2	F: -3	G: -1.4	H: -8	I: -1.1	J: 6
[42] CCOc1ccc(S(=O)(=O)NCc2cccnc2)cc1C
  A: -5	B: 0	C: -1	D: 3	E: -2	F: 5	G: 0.6	H: -4	I: 0.6	J: -3
[43] O=C(CSc1nc2ccccc2c(=O)n1-c1ccc(F)c(Cl)c1)Nc1cccc(S(=O)(=O)N2CCOCC2)c1
  A: -5	B: 6	C: -11	D: -4	E: -7	F: 4	G: 1.7	H: 2	I: -2.0	J: 10
[44] Cc1ccc(S(=O)(=O)/N=C2/C=C(C3C(=O)CC(C)(C)CC3=O)C(=O)c3ccccc32)cc1
  A: 3	B: 1	C: 4	D: 2	E: -2	F: 1	G: 0.0	H: 2	I: 2.2	J: -11
[45] Cc1ccc2nc(N(CCN3CCOCC3)C(=O)CCS(=O)(=O)c3ccccc3)sc2c1
  A: -6	B: -5	C: 14	D: -3	E: -1	F: -1	G: 1.0	H: -11	I: -2.1	J: 13
[46] Cc1cc(Cl)ccc1NNC(=O)CCc1ccccc1
  A: -3	B: 1	C: -1	D: -4	E: -2	F: 4	G: 2.1	H: -4	I: -1.7	J: 8

# Compounds listed so far with fluorine:
# Letters: A = Keap1 Nrf2 FP; B = HTR5A ag; C = HTR5A inv ag; D = CAL-PDZ inh HTS; E = V-ATPase pH; F = RTF Ca sens act; G = C-LANA FP; H = Cardiac RTF inh; I = MOR-DOR ag; J = OPRM1-OPRD1 inv
[1] CC1(C)Cc2c(cnn2-c2ccc(F)cc2)C(NC(=O)CCN2CCCCC2=O)C1 (stereo unspecified)
  A: -3	B: 6	C: -2	D: -1	E: -1	F: 2	G: -2.0	H: -10	I: -0.8	J: 5
[19] O=C1N/C(=N/N=C/c2ccccc2O)SC1Cc1ccc(F)cc1 (stereo unspecified)
  A: 0	B: 0	C: -14	D: -3	E: 1	F: 1	G: 0.1	H: 0	I: 5.1	J: -27
[24] Cc1ccc(C(=O)N2N=C(c3ccccc3)CC2(O)C(F)(F)F)o1 (stereo unspecified)
  A: -8	B: 4	C: -11	D: 0	E: -2	F: 3	G: -0.3	H: -3	I: 14	J: -97
[38] O=C(NC1CC1)c1cccc(NC(=O)C2CCN(S(=O)(=O)c3cccc(C(F)(F)F)c3)CC2)c1
  A: -4	B: 2	C: 7	D: -3	E: -2	F: 4	G: -0.5	H: -3	I: 0.1	J: 0
[40] CN(Cc1nnc(-c2ccc(F)cc2)o1)c1ccccc1
  A: 0	B: -6	C: 9	D: x	E: 2	F: 4	G: 0.2	H: -12	I: -0.7	J: 4
[43] O=C(CSc1nc2ccccc2c(=O)n1-c1ccc(F)c(Cl)c1)Nc1cccc(S(=O)(=O)N2CCOCC2)c1
  A: -5	B: 6	C: -11	D: -4	E: -7	F: 4	G: 1.7	H: 2	I: -2.0	J: 10
